Source: PubChem (National Center for Advancing Translational Sciences (NCATS))
Abeta rescue: qHTS for compounds that reverse cellular toxicity of Amyloid beta (A-beta) peptide in yeast: Primary Screen | yeast expressing A-beta42, growth rescue, OD600, 48 h; response scale: 0% DMSO, 100% iron-clioquinol control | Potency, µM (series often up to 46.1 µM), for the others: at the top dose growth rescue, hits mostly activators | hit rate 0.063% among 410,000 | AID 1347071, 2019; also: potency is read from the fitted curve at half-maximal effect; nearly all actives have a fitted effect of over 55% in size
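Yeast growth medium received pinned compounds, then yeast cells expressing toxic A-beta were added; plates incubated at 30 C for 48 hr. Growth read as absorbance at 600 nm, normalized to DMSO and equimolar FeCl3 plus clioquinol controls.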
EPAC1 agonist: qHTS for Agonist of cAMP-regulated guanine nucleotide exchange factor 3 (EPAC1): primary screen. EPAC1 agonist qHTS, biochemical assay; response scale: 100% = response to 6.5 mM cAMP. Potency, µM (series often up to 154 µM), without a hit: top-dose activation, actives largely listed as activators. hit rate 0.073% among 360,000; also: potency is read from the fitted curve at half-maximal effect; nearly all actives have a fitted effect of over 60% in size
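Compounds were pinned as a concentration titration into mixtures of EPAC1 (100 nM), BODIPY-GDP-loaded Rap1B (250 nM) and GDP (50 uM). After 5 min at room temperature, fluorescence was followed for 30 min; activity was scaled to 6.5 mM cAMP.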
FUS suppressor: qHTS for Suppressors of FUS Proteinopathy: Primary screen using FUS-linked yeast assay. S. cerevisiae FUS-expressing, growth rescue, OD600, 24 h. Potency, µM (highest dose often 76.6 µM), inactives show at the top dose growth rescue (activation), actives largely listed as activators. hit rate 0.24% among 390,000. AID 1347120, 2019;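 also: potency is read from the fitted curve at half-maximal effect; plate controls were DMSO vehicle for no effect and reference control for full effect; nearly all actives have a fitted effect of over 55% in size; some results filed as inactive show a strong effect at the top dose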
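Yeast expressing FUS under galactose induction, OD 0.005 in 2% galactose medium; compounds in a dilution series, 24 h at 30C. Growth rescue by absorbance at 600 nm; CP55940 positive control, DMSO negative.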
aSyn rescue: qHTS of alpha-syn Inhibitors; Yeast expressing alpha-synuclein, growth rescue, BacTiter-Glo, 24 h; Potency, µM (top dose mostly 46.1 µM), for inactives: at the highest dose growth rescue (activation), most hits filed as activators; hit rate 0.14% among 370,000; AID 652106, 2013; also: potency is read from the fitted curve at half-maximal effect; % of control where 0% means no effect; nearly all actives have a fitted effect of over 65% in size
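Screening used galactose-induced yeast with toxic alpha-synuclein levels, exposed to compound for 24 hr at 30 deg C. Cell growth, read with BacTiter-Glo luminescence, gave the measured signal.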
WRN inhibitor: qHTS for Inhibitors of WRN Helicase | Bifunctional 3'-5' exonuclease/ATP-dependent helicase WRN (Homo sapiens), Q14191 | hit rate 0.46% among 360,000 | WRN helicase unwinding, fluorescent forked duplex, kinetic | Potency, µM (top dose mostly 114 µM), inactives show at the top dose activity change, negative = inhibition, usual class: inhibitors; also: potency is read from the fitted curve at half-maximal effect; % is scaled to controls: 0 for no effect and ±100 for the full control effect; nearly all actives have a fitted effect of over 55% in size
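Fluorescence dequenching readout, ex 525 nm/em 598 nm, kinetic mode: forked duplex DNA (100 nM final) with adjacent fluorophore and quencher unwound by WRN (20 nM final) with 2 mM ATP. Compound preincubation 15 min, room temperature.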
EPAC1 antagonist: qHTS for Antagonist of cAMP-regulated guanine nucleotide exchange factor 3 (EPAC1): primary screen; Rap guanine nucleotide exchange factor 3 (Homo sapiens), O95398; EPAC1 GEF assay, Rap1b-BODIPY-GDP exchange fluorescence; Potency, µM (series often up to 115 µM), inactives show top-dose activity change, negative = inhibition, usual class: inhibitors; hit rate 0.14% among 360,000; AID 720709, 2013;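 also: potency is read from the fitted curve at half-maximal effect; plate controls were vehicle for no effect and positive control for full effect; nearly all actives have a fitted effect of over 50% in size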
PLK1 PBD block: qHTS for Inhibitors of PLK1-PDB (polo-like kinase 1 - polo-box domain): Primary Screen. AID 720504, 2013. Serine/threonine-protein kinase PLK1 (Homo sapiens), P53350. Potency, µM, for inactives: max response, negative = inhibition, hits mostly inhibitors. Plk1 PBD binding of FITC phosphopeptide, fluorescence polarization. hit rate 2.8% among 360,000; also: potency is read from the fitted curve at half-maximal effect; series mostly up to about 57 µM; % is scaled to controls: 0 for no effect and ±100 for the full control effect; nearly all actives have a fitted effect of over 65% in size
Target sequence (P53350 whole entry, looked up, the tested form may be a part): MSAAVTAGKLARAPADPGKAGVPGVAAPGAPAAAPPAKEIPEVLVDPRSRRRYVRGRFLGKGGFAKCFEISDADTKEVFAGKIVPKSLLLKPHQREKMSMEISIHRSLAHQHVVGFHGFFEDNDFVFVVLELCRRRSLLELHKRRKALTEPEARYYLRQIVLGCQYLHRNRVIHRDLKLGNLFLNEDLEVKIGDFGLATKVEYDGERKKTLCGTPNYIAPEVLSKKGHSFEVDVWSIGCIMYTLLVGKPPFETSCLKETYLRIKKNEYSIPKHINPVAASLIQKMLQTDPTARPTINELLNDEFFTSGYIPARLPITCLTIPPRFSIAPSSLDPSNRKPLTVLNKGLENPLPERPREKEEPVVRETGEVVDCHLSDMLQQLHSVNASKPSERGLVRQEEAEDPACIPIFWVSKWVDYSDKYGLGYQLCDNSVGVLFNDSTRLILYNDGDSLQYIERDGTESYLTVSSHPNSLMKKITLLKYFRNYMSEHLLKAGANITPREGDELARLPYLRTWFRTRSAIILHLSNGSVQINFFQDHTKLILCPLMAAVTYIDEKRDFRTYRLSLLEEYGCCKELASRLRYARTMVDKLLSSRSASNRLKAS
IL-2 act: qHTS of IL-2 Activators; activation, % (series mostly up to about 46 µM); hit rate 0.065% among 360,000; IL-2 activation reporter assay, cell-based qHTS; stimulated with anti-CD3/CD4/CD28 beads; in transgenic mouse T cells; in the data active = activation above about 50%; inconclusive = mostly about 30% to 49%; also: 0% is about no effect
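Unstimulated transgenic mouse T cells; 60-min compound exposure; bead-based TCR/CD4/CD28 stimulation; 18 h culture, 37 degrees C; dual fluorescence (EGFP, DsRed) plate cytometry.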
PI5P4K alpha inh: qHTS for Inhibitors of phosphatidylinositol 5-phosphate 4-kinase (PI5P4K) | PI5P4Kalpha enzyme, ADP-Glo luminescence, 60 min; hits give low values | max response, % | hit rate 1.2% among 330,000; active = max response of -50% or lower; inconclusive = between -30% and -50%; inactive = -30% or higher; also: value at the top dose of about 77 µM; % is scaled to controls: 0 for no effect and ±100 for the full control effect
Target sequence (P48426 whole entry, looked up): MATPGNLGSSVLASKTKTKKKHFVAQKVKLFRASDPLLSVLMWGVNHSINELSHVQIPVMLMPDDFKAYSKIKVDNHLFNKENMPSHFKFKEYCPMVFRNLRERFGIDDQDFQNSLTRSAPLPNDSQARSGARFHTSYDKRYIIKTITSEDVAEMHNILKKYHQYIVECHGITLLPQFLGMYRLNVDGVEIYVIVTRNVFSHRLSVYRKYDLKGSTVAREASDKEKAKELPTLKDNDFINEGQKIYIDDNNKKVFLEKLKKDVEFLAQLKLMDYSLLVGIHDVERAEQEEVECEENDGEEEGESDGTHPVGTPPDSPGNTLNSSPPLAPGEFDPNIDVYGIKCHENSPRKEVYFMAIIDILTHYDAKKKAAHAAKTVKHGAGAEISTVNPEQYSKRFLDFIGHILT
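ADP-Glo luminescence end-point read after a 60 min room-temperature kinase reaction of PI5P4Kalpha plus substrate, initiated with ATP at 5 microM final. Buffer: 0.038 M HEPES pH 7.4, EGTA, 0.1% CHAPS, 5% DMSO.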
The depositor's hits bear a star; ? = inconclusive; nt = not tested or not shown; [ ] = remark or other dose. Unless noted, calls follow the shape of the dose curve; as a rule, active = well fitted curve in the direction sought with a large enough effect; inconclusive = small, poorly fitted or top-dose-only effect, or another doubt; inactive = no such curve, though single readings can be large; an effect the other way counts as inactive or inconclusive.

SMILES	Abeta rescue	EPAC1 agonist	FUS suppressor	aSyn rescue	WRN inhibitor	EPAC1 antagonist	PLK1 PBD block	IL-2 act	PI5P4K alpha inh
COc1ccc(S(=O)(=O)N(C)C)cc1NC(=O)Cc1ccc(S(=O)(=O)N2CCOCC2)s1	0%	0%	-1%	-1%	1%	-19%	-4%	-3.4	2
CNC(=O)Nc1ccc2nc(C)sc2c1	3%	4%	12%	0%	4%	-4%	?	-0.9	-4
O=[N+]([O-])c1ccc2c(c1)CCN2	1%	3%	nt	-5%	-3%	-6%	-11%	-1.2	1
COc1ccc(-c2[nH]ncc2CN2CCCOc3c(cccc3OC)C2)c(OC)c1	-3%	-2%	19%	-10%	-6%	-9%	3%	3.6	-5
CC(C)c1ccc(-c2cc(C(=O)N3N=C(C(F)F)CC3(O)C(F)F)c3ccccc3n2)cc1 (configuration not stated)	7%	7%	39%	-10%	-16%	-26%	-3%	-4.9	nt
O=C(Cn1ccc([N+](=O)[O-])n1)NCc1cccnc1	-3%	3%	-10%	2%	-4%	-5%	-3%	-0.8	0
C/C(=N\NC(=O)CNC(=O)C(c1ccccc1)c1ccccc1)c1ccc(C(C)(C)C)cc1	2%	-7%	nt	-12%	-1%	-1%	5%	0.4	2
COc1ccc(NC(=S)N2CCN(C(=O)c3ccco3)CC2)c(OC)c1	-6%	2%	nt	-4%	3%	7%	?	-0.6	-10
Cc1ccc(-c2nn(Cc3ccccc3)cc2C(=O)NCC2CCCO2)cc1 (configuration not stated)	2%	2%	4%	-1%	6%	-12%	-4%	-2.5	-2
CCCCN1C(N)=NC[C@@H]1Cc1ccc(O)cc1	2%	0%	6%	2%	4%	3%	0%	-0.1	-2

Structures listed so far that contain sulfur:
SMILES	Abeta rescue	EPAC1 agonist	FUS suppressor	aSyn rescue	WRN inhibitor	EPAC1 antagonist	PLK1 PBD block	IL-2 act	PI5P4K alpha inh
COc1ccc(S(=O)(=O)N(C)C)cc1NC(=O)Cc1ccc(S(=O)(=O)N2CCOCC2)s1	0%	0%	-1%	-1%	1%	-19%	-4%	-3.4	2
CNC(=O)Nc1ccc2nc(C)sc2c1	3%	4%	12%	0%	4%	-4%	?	-0.9	-4
COc1ccc(NC(=S)N2CCN(C(=O)c3ccco3)CC2)c(OC)c1	-6%	2%	nt	-4%	3%	7%	?	-0.6	-10

More structures:
SMILES	Abeta rescue	EPAC1 agonist	FUS suppressor	aSyn rescue	WRN inhibitor	EPAC1 antagonist	PLK1 PBD block	IL-2 act	PI5P4K alpha inh
CNc1ncnc2c1ncn2[C@H]1CN(Cc2ccccc2)C[C@@H](CO)O1	-16%	-2%	-13%	-7%	-1%	-3%	-7%	0.4	-3
C=CCn1c(-c2cccc(Cl)c2)n[nH]c1=S	25%	5%	-10%	-1%	6%	8%	-11%	-0.3	-13
Nc1nc2ccc(Cl)cc2cc1C(=O)NC1CC1	-16%	-5%	-14%	-3%	3%	-17%	1%	0.1	-9
CCC(C)Sc1nnc(NC(=O)c2ccco2)s1 (configuration not stated)	-2%	-3%	-20%	-24%	-5%	-11%	-17%	-1.3	7
C=CCOc1cccc(C(=O)N2CCCC(Nc3ccc(F)cc3)C2)c1 (configuration not stated)	3%	-17%	37%	-9%	-8%	-24%	-11%	-1.1	2
CC(C)n1cc(/C=C2/SC(=O)N(CC(=O)N3CCCC3)C2=O)c2ccccc21	-5%	0%	18%	-6%	-12%	18%	-7%	-5.6	9
Nc1ccccc1S(N)(=O)=O	-18%	-26%	-31%	-1%	5%	6%	-3%	1.3	0
CC(=O)c1ccc(S(=O)(=O)NCCC(=O)N2CCN(c3ccccn3)CC2)cc1	-9%	2%	-19%	5%	-4%	-6%	-6%	0.5	-3
CCCOc1ccc(Cn2c(O)cc(=O)[nH]c2=O)cc1	23%	-5%	17%	3%	-20%	9%	-26%	2.2	-27
OCCC1CN(Cc2nc3c(s2)CCCC3)CCN1CCc1ccccc1 (configuration not stated)	0%	12%	-8%	-6%	2%	-10%	-13%	0.7	-1
CC(C)NC(=O)c1cc2cc([N+](=O)[O-])ccc2s1	4%	-12%	11%	-10%	-14%	0%	-3%	-1.5	2
Nc1ccccc1-n1c(=O)n(Cc2ccccc2F)c(=O)c2[nH]cnc21	-1%	0%	-16%	-2%	5%	0%	3%	-2.1	1
O=C(CN1CCN(c2ccc(O)cc2)CC1)Nc1ccc(-c2ccccc2)cc1	23%	8%	40%	-3%	10%	-6%	-8%	0.1	-4
Cc1ccc(C(=O)O/N=C(\N)c2ccccn2)cc1	-43%[inhibitor]	5%	10%	-49%[inhibitor]	1%	-4%	-6%	1.7	-55*
O=C(CCCCCNC(=O)c1ccccc1)C[N+](=O)[O-]	5%	0%	9%	-6%	-3%	-24%	-11%	1.1	-9
O=C(O)CSc1nnc(CNc2ccccc2Cl)n1-c1ccccc1	0%	-4%	-9%	-1%	1%	4%	-8%	-1.2	-25
CN(C)N1C(=O)C2C3C=CC(O3)C2C1=O (configuration not stated)	-1%	0%	-9%	-6%	4%	-22%	0%	0.6	-12
CCOC(=O)c1cnc(SCC(=O)c2ccccc2)nc1N	3%	0%	5%	0%	3%	-15%	-23%	-0.7	nt
CC(=O)Nc1ccccc1-c1cccc2nccn12	-12%	8%	-16%	-2%	-3%	-12%	5%	-0.6	3
O=C(NCC1CCN(c2ccc(S(=O)(=O)N3CCOCC3)cc2)CC1)c1ccc(Cl)cc1	12%	4%	0%	4%	4%	5%	3%	-0.3	-4
COC(=O)c1ccc(NC(=O)c2ccccc2NS(C)(=O)=O)cc1	2%	10%	20%	-5%	-3%	7%	0%	-0.7	2
COc1ccccc1Nc1nnc(SCC(=O)NC(=O)Nc2ccc3c(c2)OCCO3)s1	0%	-7%	5%	1%	-18%[57.1 µM]	19%	5%	-1.0	-11
Cn1nc(C(=O)OCC(=O)N2CCc3ccccc32)c2ccccc2c1=O	0%	7%	38%	-1%	-6%	-12%	-9%	-4.6	2
CN1CCN(c2ccc(CNS(=O)(=O)Cc3ccc(Cl)cc3)cc2)CC1	16%	-5%	0%	-1%	-1%	-2%	-10%	-1.6	1
CC1=NN(c2ccc([N+](=O)[O-])cc2)C(c2ccccc2)C1 (configuration not stated)	-3%	12%	4%	-5%	-1%	-28%	-15%	0.2	-1
CCOc1ccc(NC(=O)c2ccc(N3CC4CC(C3)c3cccc(=O)n3C4)c(NC(=O)c3cccnc3)c2)cc1 (configuration not stated)	7%	2%	12%	4%	-6%[57.1 µM]	12%	-8%	-1.5	4
COc1ccccc1C1=NOC(COC(=O)c2ccc([N+](=O)[O-])cc2)C1 (configuration not stated)	-5%	-1%	11%	-5%	1%	22%	-4%	-0.2	1
COc1ccc(N(CC(=O)N/N=C/c2ccc(-c3ccc([N+](=O)[O-])cc3)o2)S(=O)(=O)c2ccc(C)cc2)cc1	-9%	8%	nt	-1%	3%	5%	-11%	-2.8	4
FC(F)Oc1ccc(NC(=S)NN2CCOCC2)cc1	-11%	6%	21%	0%	0%	0%	-20%	-0.9	6
Cn1c(C(=O)NCCCN2CCN(c3ccccc3F)CC2)cc2c(=O)n(C)c3ccccc3c21	-16%	-3%	5%	1%	-12%	-9%	-5%	-3.4	0
O=C(CCC1COc2ccccc2O1)Nc1ccccn1 (configuration not stated)	9%	7%	-10%	9%	3%	-2%	-12%	1.6	1
CCC(=O)c1ccc(OCc2ccc(C#N)cc2)cc1	-2%	0%	-9%	-17%	5%[57.1 µM]	?	-13%	-1.1	-7
COc1ccccc1C(=O)NC(=O)COC(=O)C1CC1	3%	?	1%	5%	1%	-3%	1%	-0.4	-1
COc1ccc(N2CCN(C3CCCN(C(=O)CN4CCCCC4=O)C3)CC2)cc1 (configuration not stated)	5%	2%	4%	-5%	2%	2%	-9%	-1.6	0
CCCCN(Cc1ccccc1)C(=O)c1cnc2n(c1=O)CCS2	1%	-1%	3%	7%	7%	-8%	-20%	-1.8	-6
O=C1NCC(Nc2ccc(Br)cc2)C(=O)N1 (configuration not stated)	3%	1%	11%	1%	2%	-1%	-4%	1.1	4
Cc1c(NC(=O)CN2C(=O)NC(C)(c3ccc4c(c3)OCCO4)C2=O)c(=O)n(-c2ccccc2)n1C (configuration not stated)	0%	-3%	nt	7%	0%	2%	6%	0.2	-3
COc1ccc(CNc2cc(C)ccn2)c(O)c1	0%	-3%	9%	1%	5%	-13%	-1%	2.4	-6
CCOC(=O)c1ccc(OCC(=O)c2ccc(O)cc2O)cc1	-15%	-2%	8%	8%	2%	-7%	-1%	0.0	-13
COc1ccc(S(=O)(=O)N2CCCCC2)cc1NC(=O)CCCNC(=O)c1ccc(Cl)cc1	20%	1%	4%	0%	-12%	0%	-1%	0.2	1
CCOC(CNc1ncnc2sc(-c3ccccc3)cc12)OCC	-5%	0%	28%	0%	1%	-9%	-2%	-3.0	0
Cc1c(-n2c(CN3C(=O)c4ccccc4C3=O)nc3ccccc3c2=O)c(=O)n(-c2ccccc2)n1C	2%	10%	-3%	-10%	-13%	-3%	-16%	1.1	-6
CCOc1ccccc1NC(=O)c1c(NC(=O)CCC(=O)O)sc2c1CCCCC2	8%	-6%	7%	7%	-8%[11.6 µM]	-10%	?	-2.2	-10
CCN1CCc2c(sc(NC(=O)c3ccc(S(=O)(=O)N4CC(C)OC(C)C4)cc3)c2C(N)=O)C1 (configuration not stated)	10%	2%	12%	0%	11%	-12%	4%	-3.5	1
